Source: PubChem
FEN1 inh: qHTS Assay for the Inhibitors of Human Flap endonuclease 1 (FEN1) | P39748 | Recombinant FEN1 flap cleavage, fluorescence, 15 min | Potency, µM (series often up to 114 µM), for inactives: top-dose activity change, negative = inhibition, actives largely listed as inhibitors | actives 0.35% (n = 390,000); further: nearly all actives have a fitted effect of over 65% in size
Target sequence (P39748 whole entry, looked up): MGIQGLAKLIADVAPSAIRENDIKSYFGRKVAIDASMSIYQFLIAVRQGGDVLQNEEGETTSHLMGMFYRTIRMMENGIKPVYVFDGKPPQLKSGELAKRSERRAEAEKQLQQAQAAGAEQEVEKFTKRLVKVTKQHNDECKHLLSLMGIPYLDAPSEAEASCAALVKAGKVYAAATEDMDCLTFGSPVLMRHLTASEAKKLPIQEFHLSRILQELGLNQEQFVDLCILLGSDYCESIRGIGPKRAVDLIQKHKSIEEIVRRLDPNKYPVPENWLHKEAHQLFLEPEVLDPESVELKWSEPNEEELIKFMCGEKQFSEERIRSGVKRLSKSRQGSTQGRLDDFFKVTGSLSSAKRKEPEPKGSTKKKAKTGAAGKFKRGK
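FEN1 at 10 nM, compound pretreatment for 15 min (room temperature), 50 nM final substrate to initiate; endpoint reads at 0 and 15 min; DMSO-only plates used as vehicle background.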
GCN5L2 inh: qHTS Assay for Inhibitors of GCN5L2 | Histone acetyltransferase KAT2A (Homo sapiens), Q92830 | GCN5L2 HAT assay, ThioGlo1 CoA-SH fluorescence | Potency, µM (highest dose often 58.9 µM), for inactives: at the top dose activity change, negative = inhibition, most hits filed as inhibitors | actives 0.21% (n = 390,000)
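GCN5L2 (20nM final) in 50mM HEPES, 0.1mM EDTA pH 7.5, 0.01% Tween-20 was preincubated 15 min at room temperature with compound, then given ThioGlo1 (50uM), H3(1-25) peptide (75uM) and acetyl-CoA (70uM); CoA-thiol fluorescence (Ex340/Em540) was read at 0 and 20 min.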
N370S GC: qHTS Assay for Inhibitors and Activators of N370S glucocerebrosidase as a Potential Chaperone Treatment of Gaucher Disease; Lysosomal acid glucosylceramidase (Homo sapiens), P04062; N370S GC spleen homogenate, 4MU-glucoside fluorescence; Potency, µM (doses to about 59.4 µM), inactives show top-dose activity change, negative = inhibition, actives largely listed as inhibitors; actives 0.092% (n = 330,000); AID 2101, 2009;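 further: 0% = full enzyme activity and -100% = no enzyme basal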
Active calls of the source: *; ? = inconclusive; nt = not tested or not shown; & = joins results of further samples; [ ] = dose if it differs, or a comment. The call rests on the fitted dose curve; in most records, active means well fitted curve in the direction sought with a large enough effect; inconclusive means small, poorly fitted or top-dose-only effect, or another doubt; inactive means no such curve, though single readings can be large; an effect the other way counts as inactive or inconclusive. Unless noted, on the % scale 0 is the no-effect control and ±100 the full control effect; potency means the concentration at half of the fitted maximal effect.

SMILES	FEN1 inh	GCN5L2 inh	N370S GC
Cc1ccc(C(=O)CC(C(=O)O)c2cn(CCC#N)c3ccccc23)cc1 (centres undefined)	-11.4%	-2.3%	14.5%
COCCCNC(=O)C1CCN(c2nnc(-n3cccc3CNc3ccc(C)cc3)s2)CC1	6.9%	-6.2%	nt
O=C1CCN(CCc2ccccc2)CCN1[C@H](CSc1ccc(Br)cc1)Cc1ccccc1	-20.7%	-5.3%	?
Cc1ccc(-n2[nH]c(C)c(/C=N/NC(=O)c3cccc([N+](=O)[O-])c3)c2=O)cc1C	nt	-5.3%	-10.8%
O=C1CC(N(Cc2cccs2)C(=O)Nc2ccccc2)C(=O)N1c1ccc(Cl)cc1 (centres undefined)	9.7%	-22.0%	-1.1%
C/C(=N\NC(=O)CSCc1ccc([N+](=O)[O-])cc1)c1ccccc1O	-2.6%	-2.7%	14.9%
CCOc1cc(/C=N/O)cc(Cl)c1OC	6.6%	35.3%[activator]	0.7%
Cc1ccc(Cl)cc1NC(=O)COC(=O)CC1CC2CCC1C2 (centres undefined)	3.7%	-2.6%	7.6%
CCn1ncc(C2=NOC(C(=O)Nc3ccccc3C(=O)OC)C2)c1C (centres undefined)	-6.5%	-1.4%	3.6%
O=C(NC1=C(Nc2ccc(Cl)cc2)C(=O)c2ccccc2C1=O)c1ccccc1	-4.1%	-6.1%	0.2%
O=C(Cc1ccc([N+](=O)[O-])cc1)Nc1nccs1	-5.1%	-1.3%	7.8%
CCN(CC)S(=O)(=O)c1ccc(N2CCCCC2)c(NC(=O)/C=C/c2ccc(OC)c(OC)c2)c1	-0.3%	-8.6%	0.2%
COc1cc(/C=N/n2c(=S)[nH]nc(C)c2=O)cc([N+](=O)[O-])c1O	14.6%	-6.1%	9.5%
COc1ccc(-c2nn(-c3ccccc3)cc2C(=O)Nc2ccc(C(=O)O)cc2)cc1OC	2.6%	0.6%	-0.4%
Cc1cccc(C)c1NC(=O)CN(C)S(=O)(=O)c1ccc2[nH]c3c(c2c1)CCCC3	1.3%	-11.4%	nt
O=C(CN1C(=O)C(=O)N(C2CCCC2)C1=O)Nc1ccc(N2CCOCC2)cc1	1.8%	-4.6%	-17.6%
CCCOc1ccc(C(=O)Nn2c(C)nc3ccccc3c2=O)cc1	-1.7%	-17.3%	1.3%
CN(CC(=O)Nc1ccc(S(=O)(=O)N2CCCC2)cc1)Cc1ccc(Cl)cc1	13.1%	-1.3%	-6.2%
C/C(=N/NS(=O)(=O)c1ccc(C)cc1)c1ccc(NC(=O)C(F)(F)F)cc1	-14.8%	-4.5%	0.4%
COc1ccc(CCNC(=O)c2csc3c2CCCC3)cc1	8.2%	-12.7%	-7.5%
Cc1ccc(S(=O)(=O)NC(=O)c2ccc(-c3ccc(C)c4ccccc34)o2)cc1	-28.7%	-3.8%	8.9%
Cc1ccc(NC(=O)c2sc(N)nc2-c2ccc([N+](=O)[O-])cc2)cc1C	-6.7%	-11.8%	-2.3%
COc1ccccc1NC(=O)Cc1coc2cc(C)ccc12	-13.6%	-0.4%	13.5%
Cc1nc2ncccn2c1-c1csc(Nc2cccc(C(=O)O)c2)n1	2.1%	-5.7%	-8.3%
Cc1cccc2cc(CN(Cc3ccc(F)cc3)Cc3nnnn3C3CCCC3)c(=O)[nH]c12	-4.5%	-4.3%	12.2%
C[C@@H]1CN(C(=O)c2ccc(OC3CCN(S(=O)(=O)N(C)C)CC3)cc2)C[C@H](C)O1	-0.4%	-1.8%	-13.3%
Cc1ccc(CNS(=O)(=O)c2c(C)[nH]c(C)c2C(=O)N2CCCCC2)cc1	-6.7%	-0.9%	-19.8%
COc1ccc(N2C(=O)CCC(C(=O)N3CCCCC3)C2c2ccc(F)cc2)cc1 (centres undefined)	0.1%	0.7%	1.2%
Cc1cccc(NC(=O)CCN2CCOCC2)c1	2.1%	3.8%	-0.1%
O=C(NC(Cc1c[nH]c2ccccc12)c1nnc2n1CCCCC2)c1cccs1 (centres undefined)	-6.7%	-3.2%	17.8%
COc1cccc(CN(C)C(=O)c2cccc(OC3CCN(C4CCCC4)CC3)c2)c1	-14.6%	-12.7%	-11.7%
CC(C)CSc1oc(-c2ccco2)nc1S(=O)(=O)c1ccc(Br)cc1	0.0%	-3.8%	nt
COc1ccc(NC(=S)NCCCN2CCCC2=O)c(OC)c1	-1.0%	25.3%	7.2%
CCOC(=O)c1c(C)[nH]c(C(=O)/C(C#N)=C/c2ccc(OCC)cc2)c1C	3.6%	-4.0%	9.6%
COC(=O)Cn1c(=NC(=O)c2cc(-c3cccs3)nc3ccccc23)sc2cc(S(N)(=O)=O)ccc21	-9.9%	-14.3%	-2.3%
COc1ccc(-c2ccnc3c(C#N)cnn23)cc1	-0.9%	5.0%	-1.7%
COc1ccc(Nc2nnc(-c3ccc(C)c(S(=O)(=O)N4CCOCC4)c3)c3ccccc23)cc1	5.7%	-6.6%	nt
CCCCNC(=O)CCCN1C(=O)CCn2nc(-c3cccn3C)cc21	-4.7%	20.1%	nt
CCCN1CCC(=O)N([C@H](CO)c2ccccc2)CC1	1.1%&-2.2%	-4.7%	0.3%
C=CCC(Nc1ccco1)c1ccccc1 (centres undefined)	-6.9%	-8.2%	-5.9%

The closing 2 compounds of the section before lead into the next:
SMILES	FEN1 inh	GCN5L2 inh	N370S GC
CCCN1CCC(=O)N([C@H](CO)c2ccccc2)CC1	1.1%&-2.2%	-4.7%	0.3%
C=CCC(Nc1ccco1)c1ccccc1 (centres undefined)	-6.9%	-8.2%	-5.9%
Cc1cccc(N(CC(=O)Nc2ccc(F)cc2)S(C)(=O)=O)c1	-3.4%	0.4%	2.6%
O=C(O)c1cccc(Nc2ncnc3ccc(Br)cc23)c1	-11.9%&15.2%	-25.1%&1.0%	-9.2%
Cc1ccc(C(=O)NNC(=O)c2csc(N3CCOCC3)n2)s1	-0.8%	0.8%	-12.6%
O=C(c1cccs1)N1CCN(c2ccccc2)CC1	-1.2%	-0.2%	-4.4%
Nc1cc(=O)[nH]c(SCC(=O)Nc2ccc(N3CCCCC3)cc2)n1	10.9%	-4.1%	nt
CCC(=O)c1c(OCc2ccccc2)ccc2c(C)cc(=O)oc12	nt	-5.6%	23.0%
CC(=O)C1CCCN(C(=O)c2ccc3oc(CCc4ccccc4)nc3c2)C1 (centres undefined)	-5.2%	-1.8%	3.8%
CN(Cc1ccc(Cl)s1)C(=O)CN1C(=O)N(C)C2(CCCCC2)C1=O	-0.5%	-12.6%	-6.1%
O=C(O)CC1(CC(=O)NCc2ccc(F)cc2)CCCCC1	38.7%	-1.8%	-5.9%
COc1ccc(NC(=O)CN(C)C(=O)c2cn(-c3ccccc3)nc2-c2ccc(F)cc2)cc1	?	-7.5%	nt
c1cc(CNC2=NCCCCC2)ccn1	14.3%	2.5%	2.2%
Cc1ccc(/C(N)=N/OC(=O)c2cccs2)cc1	5.0%	1.4%	4.8%
CCOC(=O)N1CCN(C(=O)CS(=O)Cc2nc(-c3cccc(C)c3)oc2C)CC1 (centres undefined)	14.0%	-7.6%	-10.4%
N#Cc1ccc(CSc2nnc(NC(=O)CN3C(=O)C4CC=CCC4C3=O)s2)cc1 (centres undefined)	-3.8%	-26.7%	2.3%
COc1cc(C(=O)Nc2ccc3c(c2)ncn3C)cc(OC)c1OC	5.2%	-4.6%	-1.7%
CC(Oc1ccc(S(=O)(=O)N2CCCC2)cc1[N+](=O)[O-])C(=O)NC(C)c1ccccc1 (centres undefined)	2.9%	-3.6%	-5.0%
CSc1ccc(/C=N/N2CCN(Cc3ccc(Cl)cc3)CC2)cc1	9.7%	-5.3%	-19.9%
N#C/C(=C\c1cccc(Cl)c1)C(=O)c1ccccc1	?	-17.3%	-3.1%
O=S1(=O)[C@H]2C[C@@H]3C=C[C@@]2(CN1Cc1cccc(Cl)c1)O3	-14.8%&-14.0%	-1.9%	-1.6%
Cc1ccc(NC(=O)CCc2c(C)nc3ncnn3c2C)cc1Cl	15.0%	-0.7%	nt

Filtered by structure: the entries above containing fluorine
SMILES	FEN1 inh	GCN5L2 inh	N370S GC
C/C(=N/NS(=O)(=O)c1ccc(C)cc1)c1ccc(NC(=O)C(F)(F)F)cc1	-14.8%	-4.5%	0.4%
Cc1cccc2cc(CN(Cc3ccc(F)cc3)Cc3nnnn3C3CCCC3)c(=O)[nH]c12	-4.5%	-4.3%	12.2%
COc1ccc(N2C(=O)CCC(C(=O)N3CCCCC3)C2c2ccc(F)cc2)cc1 (centres undefined)	0.1%	0.7%	1.2%
Cc1cccc(N(CC(=O)Nc2ccc(F)cc2)S(C)(=O)=O)c1	-3.4%	0.4%	2.6%
O=C(O)CC1(CC(=O)NCc2ccc(F)cc2)CCCCC1	38.7%	-1.8%	-5.9%
COc1ccc(NC(=O)CN(C)C(=O)c2cn(-c3ccccc3)nc2-c2ccc(F)cc2)cc1	?	-7.5%	nt

Following part.
SMILES	FEN1 inh	GCN5L2 inh	N370S GC
CS(=O)(=O)/C(C#N)=C\c1cnc(S(=O)(=O)c2ccccc2)s1	nt	22.5%	-24.5%
COc1ccc(-c2csc(NC(=O)c3cc(C)on3)c2C#N)cc1OC	-14.2%	-20.8%	-2.8%
Clc1ccc(OCc2nnc(SCCN3CCCCC3)n2Cc2ccco2)cc1	1.5%	-6.6%	-12.1%
N#Cc1cc2c(nc1SCC(=O)O)CCCCC2	3.3%	-1.6%	6.1%
CCOC(=O)[C@H]1[C@H]2COc3ccc(C)cc3[C@@H]2N2C(=O)c3cc(OC)c(OC)cc3NC(=O)[C@@]12C	0.2%	-10.5%	-28.6%
CC1=CC(C)(C)N(C(=O)CSc2ncn[nH]2)c2ccccc21	-0.5%	?	-3.8%
CN1C(=O)C(CCC(N)=O)NC1=S (centres undefined)	-2.9%	73.1%[activator]	-1.5%
N#Cc1c(-c2ccc(F)cc2)cc(-c2ccccc2)nc1SCC(=O)NCC(=O)O	?	?	2.3%
CN(C)S(=O)(=O)c1ccc(N2CCCC2)c(C(=O)Nc2ccccc2F)c1	-1.3%	-26.0%	-0.6%
Cc1ccnc(SCC(=O)N2CCN(C(c3ccccc3)c3ccccc3)CC2)n1	16.0%	-4.0%	-5.1%
COc1cc(COC(=O)c2cnc(C)cn2)c(OC)cc1Br	-7.3%	-10.6%	1.2%
COc1cc([N+](=O)[O-])ccc1NC(=O)COC(=O)CCOc1ccc(C)cc1	9.9%	-1.1%	nt
CC(C)OCCCNC(=O)c1ccc2c(c1)ncn2C1CCCC1	-16.2%	3.1%	9.5%
Cc1ccc(C)c(CSc2nnc3[nH]c(=O)cc(C)n23)c1	0.7%	2.0%	nt
O=c1cnnc(SCc2ccc([N+](=O)[O-])cc2)[nH]1	9.7%	-0.2%	7.3%
Cc1nc2ccc(Cl)cc2c(-c2ccccc2)c1CC(=O)O	2.2%	0.4%	2.8%
CCOc1ccc(C(=O)c2cn(CC(=O)Nc3ccc(F)cc3)c3cc4c(cc3c2=O)OCCO4)cc1	-11.3%	-2.1%	nt
COc1ccc(C2Nc3ccccc3C(=O)N2c2ccc(F)cc2)cc1CSc1ccccn1 (centres undefined)	-4.6%	36.9%[activator]	2.8%
O=C(/C=C/c1ccc([N+](=O)[O-])cc1)N1CCN(S(=O)(=O)c2ccccc2)CC1	1.8%	-2.5%	nt
